# Screening data deposited in PubChem by National Center for Advancing Translational Sciences (NCATS).
# L3MBTL1 inh – L3MBTL1 (human) inhibition. Q9Y468. AlphaScreen L3MBTL1–H3K9me1 peptide binding. Potency, µM (titrated, usually from 57.1 µM), without a hit: top-dose activity, negative = inhibition, actives largely listed as inhibitors. 0.66% of 230,000 active; active = well fitted inhibition curve with a large enough effect; also: nearly all actives have a fitted effect of over 60% in size
# Target sequence (Q9Y468 whole entry, looked up): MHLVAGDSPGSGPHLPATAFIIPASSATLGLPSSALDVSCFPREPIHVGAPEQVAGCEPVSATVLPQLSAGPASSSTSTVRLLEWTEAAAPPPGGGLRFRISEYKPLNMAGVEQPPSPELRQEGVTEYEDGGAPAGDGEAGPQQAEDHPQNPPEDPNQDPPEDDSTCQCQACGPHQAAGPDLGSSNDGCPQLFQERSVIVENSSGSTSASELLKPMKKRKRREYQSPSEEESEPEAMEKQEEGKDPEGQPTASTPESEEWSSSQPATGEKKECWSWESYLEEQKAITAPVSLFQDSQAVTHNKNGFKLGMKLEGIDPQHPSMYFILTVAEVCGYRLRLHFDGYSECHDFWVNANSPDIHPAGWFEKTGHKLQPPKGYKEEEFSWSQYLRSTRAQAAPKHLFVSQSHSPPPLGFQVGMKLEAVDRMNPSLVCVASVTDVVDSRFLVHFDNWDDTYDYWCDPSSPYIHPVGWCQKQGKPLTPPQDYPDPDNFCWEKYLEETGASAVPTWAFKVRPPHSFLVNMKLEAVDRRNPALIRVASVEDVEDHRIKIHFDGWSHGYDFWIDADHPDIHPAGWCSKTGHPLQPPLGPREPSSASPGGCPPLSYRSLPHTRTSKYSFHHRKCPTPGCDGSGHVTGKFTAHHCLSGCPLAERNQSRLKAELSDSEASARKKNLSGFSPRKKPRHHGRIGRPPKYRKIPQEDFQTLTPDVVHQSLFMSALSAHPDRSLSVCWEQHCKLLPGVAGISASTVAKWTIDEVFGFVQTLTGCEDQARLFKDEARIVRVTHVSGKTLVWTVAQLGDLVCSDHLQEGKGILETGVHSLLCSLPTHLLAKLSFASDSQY
#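 L3MBTL1 50 nM + b-AHA-H3(1-15)K9me1 75 nM, 30 min RT; compound added, 30 min RT; streptavidin donor/Ni-chelate acceptor beads 10 ug/mL each final, 30 min RT dark; AlphaScreen read.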
# * hit, by the source's call; & = joins results of further samples; [ ] = dose if it differs, or a comment. % is scaled to controls: 0 for no effect and ±100 for the full control effect; potency is read from the fitted curve at half-maximal effect. Not all compounds are listed. The share of hits here may be higher or lower than overall.
L3MBTL1 inh	Structure
-3.0%	Cc1cc(NC(=O)C(C)SCC(=O)Nc2cc(C(F)(F)F)ccc2N2CCOCC2)no1 (stereo unspecified)
2.9%	CCc1ccc(CN(C)C(=O)c2cc(S(=O)(=O)N3CCOCC3)ccc2N2CCCC2)cc1
-1.3%	Cc1cc(Cl)ccc1N(CC(=O)NCc1ccccc1)S(C)(=O)=O
6.5%	NC(=O)C1CCN(C(=O)c2cc(-c3ccccc3Cl)nc3ccccc23)CC1
2.7%	COc1ccc(CCC(=O)Nc2ccc(S(=O)(=O)Nc3ncccn3)cc2)cc1
12.3%	CC(C)C[C@@H](CO)N(Cc1ccccc1)S(=O)(=O)N(Cc1ccccc1)[C@@H](CO)CC(C)C
-1.7%	CN(C)S(=O)(=O)c1ccc(N2CCCC2)c(C(=O)NCC2COc3ccccc3O2)c1 (stereo unspecified)
0.4%	COc1cccc(/C=N/NC(=O)CN(C)S(=O)(=O)c2ccccc2)c1OC
7.9%	O=C(NC1CCCCC1)c1cccc2c1C(=O)c1ccc(N3CCC(Cc4ccccc4)CC3)cc1S2(=O)=O
-10.0%	Cc1cccc(N2CC(C(=O)Nc3ccc(N4CCOCC4)cc3)CC2=O)c1C (stereo unspecified)

# Molecules shown so far containing an aryl methoxy group:
L3MBTL1 inh	Structure
2.7%	COc1ccc(CCC(=O)Nc2ccc(S(=O)(=O)Nc3ncccn3)cc2)cc1
0.4%	COc1cccc(/C=N/NC(=O)CN(C)S(=O)(=O)c2ccccc2)c1OC

# (more compounds)
L3MBTL1 inh	Structure
2.0%	CC(C)CN(C(=O)COC(=O)CSc1ccccc1)c1c(N)n(Cc2ccccc2)c(=O)[nH]c1=O
-4.3%	CC(=O)c1cccc(OCC(=O)Nc2cc(Cl)ccc2-n2cncn2)c1
-0.9%	Cc1noc(C)c1COc1ccc(C(=O)N2CC(C)CC(C)C2)cc1 (stereo unspecified)
-7.8%	C=C(C(=O)Oc1c(C(C)(C)C)cccc1C(C)(C)C)c1ccccc1
-2.1%	COc1ccc(CC(=O)OCC(=O)NC(=O)NC2CCCC2)cc1
0.8%	O=C(COC(=O)c1ccc(S(=O)(=O)N2CCCC2)cc1)Nc1cccc(F)c1
-2.4%	COc1ccc(-c2c(-c3cc(OC)cc(OC)c3)n(C)c3ccc(-c4ccc(N(C)C)nc4)cc23)cc1
0.9%	O=C(CN1CCN(S(=O)(=O)c2ccccc2F)CC1)NCC1(N2CCOCC2)CCCCC1
-1.6%	Cc1ccc(C)c(S(=O)(=O)N2CCN(C(=O)CCC(=O)NCc3ccc(Cl)cc3)CC2)c1
-8.4%	CCC/C(C#CCCN1C(=O)c2ccccc2C1=O)=C1/c2ccccc2C(=O)N1c1ccccc1
-13.7%	CCN1CCN(c2ccc(NC(=O)c3ccc(Cl)c(S(=O)(=O)N4CCCC4)c3)cc2)CC1
-2.2%	O=S1OC(c2ccccc2)c2cc(Cl)ccc21 (stereo unspecified)
-3.9%	COc1cc(OC)cc(C(=O)NNC(=O)CN2C(=O)NC(C)(c3ccccc3)C2=O)c1 (stereo unspecified)
49.1%[activator]	CCN(CC(=O)Nc1cccc(S(=O)(=O)N(C)c2ccccc2)c1)Cc1ccccc1
2.5%	COc1ccccc1NS(=O)(=O)c1ccc(C)c(C(=O)NC2=NCCS2)c1
-0.3%	CCCN(C(=O)c1ccc(S(=O)(=O)N2CCCC2)cc1)C1CCS(=O)(=O)C1 (stereo unspecified)
35.9%[activator]	Cc1ccc(OCC(=O)Oc2ccc(C)c(C)c2)cc1
12.1%	CCN1C(=O)[C@H]2[C@@H](c3ccc(SC4CCCCC4)cc3)N3CCCC[C@@]3(C(=O)OC)[C@H]2C1=O
-1.3%	COc1ccccc1CCNC(=O)C(=O)NCC1CCCN1S(=O)(=O)c1ccccc1 (stereo unspecified)
9.7%	O=C(c1cc(S(=O)(=O)N2CCOCC2)c(Cl)cc1Cl)N1CCCC1
2.2%	Cc1ccc(NC(=O)c2ccc(Cl)c(S(=O)(=O)Nc3c(C)n(C)n(-c4ccccc4)c3=O)c2)cc1Cl
-0.8%	COc1ccc(S(=O)(=O)N2CCN(CC(=O)Nc3cc(Cl)ccc3Cl)CC2)cc1
-1.8%	COc1ccc(SC[C@H](C)CN2CC[C@H](NC(=O)OCc3ccccc3)CCC2=O)cc1
-0.8%	Cc1cc2ccccc2n1CCNC(=O)C1CC1
-7.0%	COc1ccccc1N(CCC#N)C(=O)CSc1nnc2ccccn12
-1.0%	O=C(OCC(=O)N1CCCCC1)c1cc(S(=O)(=O)N2CCOCC2)c(Cl)cc1Cl
3.1%	COC(=O)[C@]1(Cc2ccccc2)N[C@H](c2ccc(-c3cc(C(C)=O)cs3)cc2)[C@@H]2C(=O)N(C)C(=O)[C@@H]21
12.8%	Cc1ccc2nc(C)cc(C(=O)NC3CCCCCC3)c2c1
6.3%	O=C(NCCCN1CCCC1=O)c1cccc(NS(=O)(=O)c2ccccc2)c1
43.4%[activator]	CCc1ccc(OCc2nnc(-c3ccccc3Br)o2)cc1
3.1%	CC(=O)N1CCN(c2ccc(S(=O)(=O)N3CCOCC3)cc2[N+](=O)[O-])CC1
0.9%	O=S(=O)(c1ccc2c(c1)CCCC2)N1CCNCC1
4.5%	O=C(COC(=O)C1CCN(C(=O)c2ccc(Cl)cc2)CC1)Nc1ccccc1F
7.4%	CCc1cc(Cn2nc(-c3ccccc3C)cc2C(=O)O)on1
-4.2%	O=C(CNC(=O)c1ccccc1F)Nc1ccncc1
2.1%	COc1ccc2oc(C(=O)NC(C)c3ccccn3)c(C)c2c1 (stereo unspecified)
-7.1%	CCN(c1ccccc1)S(=O)(=O)c1ccc(N2CCN(c3ccc(OC)cc3)CC2)nc1
-1.7%&-4.3%	O=S(=O)(NCC1CCC(NS(=O)(=O)c2c(F)cccc2F)CC1)c1ccc2c(c1)OCCO2 (stereo unspecified)
5.1%	Cn1c(SCC(=O)NCC2CCCO2)ncc(C(=O)Nc2ccc(F)cc2)c1=O (stereo unspecified)
-3.4%	Clc1ccc(-c2noc3c2-c2nc(Cc4cccc5ccccc45)sc2CC3)cc1
-2.6%	C#CCOCCOCCOCCNc1nc(N2CCN(C(=O)[C@H](CCC(=O)O)n3cc([C@@H](N)CCCCN)nn3)CC2)nc(N2CCN(C(=O)[C@H](CCCCN)n3cc([C@@H](N)CC(N)=O)nn3)CC2)n1
1.1%	C[C@H](CO)N1C[C@H](C)[C@@H](CN(C)C(=O)Nc2ccc3c(c2)OCO3)Oc2c(NC(=O)c3ccncc3)cccc2C1=O
-5.6%	CSc1ccc(Cl)c(C(=O)Nc2cc(S(=O)(=O)N3CCOCC3)ccc2N2CCOCC2)c1
-4.6%	COCC(=O)Nc1ccc(N2CCOCC2)c(S(=O)(=O)Nc2ccccc2OC)c1
-0.6%	Cc1ccc(NC(=O)C(c2ccccc2)N2CCN(CC(=O)N3CCOCC3)CC2)cc1Cl (stereo unspecified)
8.3%	CC1(C)O[C@@H]2[C@H](O1)[C@@H](CO)O[C@H]2n1cnc2c(N)ncnc21
11.0%	O=C(O)c1cccc(S(=O)(=O)N2CC=C(c3ccccc3)CC2)c1
1.2%	Cc1ccc(C)c(NC(=O)CN(C)C(=O)C2=NNC(=O)CC2)c1
-0.4%	CCN(CC(=O)Nc1ccccc1OC)C(=O)c1cc(S(=O)(=O)N2CCCCCC2)ccc1OC
-4.1%	CCN(c1ccccc1)S(=O)(=O)c1cccc(C(=O)NCc2ccccn2)c1

# Quoted at random: 2 compounds from above
L3MBTL1 inh	Structure
0.9%	O=C(CN1CCN(S(=O)(=O)c2ccccc2F)CC1)NCC1(N2CCOCC2)CCCCC1
-0.3%	CCCN(C(=O)c1ccc(S(=O)(=O)N2CCCC2)cc1)C1CCS(=O)(=O)C1 (stereo unspecified)

# Returning to the listing; the 4 compounds before the break are reprinted first.
L3MBTL1 inh	Structure
11.0%	O=C(O)c1cccc(S(=O)(=O)N2CC=C(c3ccccc3)CC2)c1
1.2%	Cc1ccc(C)c(NC(=O)CN(C)C(=O)C2=NNC(=O)CC2)c1
-0.4%	CCN(CC(=O)Nc1ccccc1OC)C(=O)c1cc(S(=O)(=O)N2CCCCCC2)ccc1OC
-4.1%	CCN(c1ccccc1)S(=O)(=O)c1cccc(C(=O)NCc2ccccn2)c1
-1.9%	CCOc1ccccc1C(=O)NCC(=O)NC(C)c1ccc(-n2ccnc2)cc1 (stereo unspecified)
1.4%	CN(CC(=O)NCCc1ccc(S(N)(=O)=O)cc1)CC(=O)Nc1ccc(Cl)cc1
5.7%	CSc1ncccc1C(=O)OCC(=O)N(C)c1c(N)n(Cc2ccccc2)c(=O)[nH]c1=O
11.2%	CCOC(=O)C1CCCN(c2nc3ccccc3nc2NS(=O)(=O)c2ccc(C)cc2)C1 (stereo unspecified)
6.0%	CCCN(CC(=O)Nc1ccccc1C)C(=O)c1cc(C)oc1C
-2.9%	CCc1ccccc1NC(=O)CN1CCN(C(=O)CN2C(=O)NC3(CCCC3)C2=O)CC1
-9.4%	COc1ccc(-c2ccc3c(c2)S(=O)(=O)c2cccc(C(=O)NC4CCCCC4)c2C3=O)cc1OC
9.3%	NC(=O)c1c(NC(=O)c2ccccc2C(=O)O)sc2c1CCCC2
-2.1%	Cc1cc(C)cc(N(CCC#N)C(=O)CSc2ncnc3sccc23)c1
1.3%	CC(=O)C(Cc1ccccc1)NC(=O)COC(=O)c1cccc(C)c1[N+](=O)[O-] (stereo unspecified)
-3.2%	COc1ccc2oc(C(=O)OCC(=O)N3CCN(c4ccccc4)CC3)c(C)c2c1
32.8%[activator]	CC(Sc1nc2ccccc2c(=O)n1CC1CCCO1)C(=O)N(C)Cc1ccccc1 (stereo unspecified)
-25.8%	O=C(CSC(=S)N1CCCC1)N/N=C/c1c(O)[nH]c(=S)[nH]c1=O
-3.5%	CN(CC(=O)Nc1ccccc1C(F)(F)F)C(=O)COc1ccccc1Cc1ccccc1
9.0%	O=C(NCC(=O)N1CCCCCCC1)c1ccc(Br)o1
5.8%	CCOC(=O)c1c(C)[nH]c(C(=O)C(C)OC(=O)c2cnc(C)cn2)c1C (stereo unspecified)
-5.6%	Cc1ccc(NC(=O)NC2CC(=O)N(c3ccc4c(c3)OCCO4)C2)cc1F (stereo unspecified)
-2.3%	O=C(NCc1ccccc1)c1nc[nH]c1C(=O)N1CCc2ccccc2C1
-9.2%	CCOC(=O)c1ccc(S(=O)(=O)N2CCN(Cc3cc4c(cc3O)OCO4)CC2)cc1
7.8%	CCN(C(=O)COC(=O)CCc1c[nH]c2ccccc12)c1c(N)n(Cc2ccccc2)c(=O)[nH]c1=O
4.7%	O=C(C1CCN(S(=O)(=O)c2ccc(Cl)c(C(F)(F)F)c2)CC1)N1CCC1
7.0%	Cc1ccc(NC(=O)CCc2ccc(S(=O)(=O)N3CCOCC3)cc2)c(Cl)c1
-2.2%	CN(Cc1c(F)cccc1Cl)C(=O)c1cccc(S(=O)(=O)NCc2ccccc2)c1
-25.3%	COc1ccc(OC)c(S(=O)(=O)NCC(c2ccco2)N2CCc3ccccc32)c1 (stereo unspecified)
-1.6%	O=C1c2ccccc2NC(c2ccc(Br)o2)N1O (stereo unspecified)
0.4%	CC1(c2ccc(Cl)cc2)NC(=O)N(CC(=O)NC2CCCCC2)C1=O (stereo unspecified)
7.2%	O=C(COC(=O)c1ccccc1NCCO)NCCc1ccccc1
6.1%	C[C@H](CO)N1C[C@H](C)[C@@H](CN(C)Cc2ccc(C(=O)Nc3ccccc3N)cc2)Oc2c(NC(=O)C3CCCCC3)cccc2C1=O
-1.2%	Cc1cccc(C(=O)OCC(=O)N2CCC(c3ccccc3)=N2)c1O
2.5%	CC(C(=O)Nc1ccc2c(c1)OCO2)n1cnc2c1c(=O)n(C)c(=O)n2C (stereo unspecified)
-3.7%	CC1CC(C)(C)CC2(C1)NC(=O)N(CC(=O)N1CCN(S(=O)(=O)c3cccc(F)c3)CC1)C2=O (stereo unspecified)
8.5%	CCc1noc(C)c1C(=O)Nc1nc(-c2ccc(OC)cc2)cs1
6.5%	O=C1OCCC1(c1ccccc1)c1ccccc1
-4.3%	CCc1ccc(/C=C(\C#N)C(=O)NC2CCS(=O)(=O)C2)cc1 (stereo unspecified)
7.1%	O=C(OC1CCOC1=O)c1cc(S(=O)(=O)N2CCOCC2)c(Cl)cc1Cl (stereo unspecified)
3.5%	COc1cc(OC)cc(-c2c(C#Cc3ccsc3)c3cc(-c4ccc(N(C)C)nc4)ccc3n2C)c1
20.0%	CC1CCCC(NC(=O)CCNC(=O)c2ccc(Cl)cc2)C1C (stereo unspecified)
0.1%	COc1ccccc1OCCNC(=O)C(CCSC)NS(=O)(=O)c1ccccc1F (stereo unspecified)
5.4%	CC1CCCCC12NC(=O)N(CC(=O)N(C)Cc1nc3ccccc3c(=O)[nH]1)C2=O (stereo unspecified)
0.5%	Cc1ccc([C@@H]2[C@@H]3C(=O)N(C)C(=O)[C@@H]3[C@]3(C)C(=O)N(CC4CC4)CC(=O)N23)o1
4.9%	CCOc1ccc(C(=O)C(C)OC(=O)Cn2cnc3c2c(=O)n(C)c(=O)n3C)cc1 (stereo unspecified)
0.7%	CCN(c1ccccc1)S(=O)(=O)c1cccc(C(=O)OCC(=O)Nc2ccc(NC(C)=O)cc2)c1
8.0%	CCC(=O)c1ccc(OCC(=O)OCC(=O)N2CCc3ccccc3C2)cc1
-0.5%	O=C(CNC(=O)c1ccccc1)NCc1nc2ccccc2[nH]1
8.2%	CCCCn1c(N)c(N(CCOC)C(=O)CCNC(=O)c2ccc(Br)cc2)c(=O)[nH]c1=O
0.7%	COc1ccccc1CCC(=O)Nc1ccc(OC)c(S(=O)(=O)N2CCCCC2)c1
7.3%	C=C(c1ccccc1)c1ccccc1N
6.7%	COc1ccc(S(=O)(=O)N2CCCCC2)cc1NC(=O)c1ccc(CS(C)(=O)=O)cc1
